High-throughput results: PubChem BioAssay, several laboratories
MRP1 act: activators of MRP-1; H69AR cells + doxorubicin, viability rescue, CellTiter-Glo; viability increase, % at 10 µM; 140,000 tested, 0.61% active;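 active = viability gain under doxorubicin at or above a set limit, the compound median plus 3 SD, cut at about 4.7% in these data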;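 note: MRP-1 overexpressing cells given doxorubicin 25 µM after compound pretreatment; 18-22 h compound pretreatment then 72 h with doxorubicin before readout; 0% = doxorubicin-only wells and 100% = vehicle-treated cells without doxorubicin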
PTEN del growth: growth suppressors of cells with PTEN tumor suppressor deletion | HCT116 PTEN-null viability, CellTiter-Glo, 60 h; hits give low values | viability, % at 10 µM | AID 827 | 140,000 tested, 1.2% active;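 active = viability at or below a set limit, 4 SD under the median of all tested compounds, cut at about 3.7% in these data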;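 note: PTEN knockout HCT116 line with beta catenin targeted HCT116 as companion control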
Phagocyt inh: inhibitors of macrophage phagocytosis; inhibition, % at 5 µM; J774A.1 macrophage IgG-bead phagocytosis, imaging; AID 1029; 110,000 tested, 0.07% active;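 active = inhibition above the mean of the plate negative controls plus 5 SD, cut at about 13% in these data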;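 note: phagocytic index as fraction of beads internalized from green versus red external bead signal; plate controls were DMSO negative control for no effect and cytochalasin-D positive control for full effect; some results beyond the cut were filed as inactive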
NPY Y2 blocker: NPY-Y2 (human) receptor antagonism; 140,000 tested, 0.99% active; AID 793; NPY-Y2 expressing cells, antagonist mode; inhibition, % at 2.7 µM; in the data active = inhibition above about 17%;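 note: 0% = vehicle with agonist challenge and 100% = reference antagonist with challenge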
Target sequence (P49146 whole entry, looked up): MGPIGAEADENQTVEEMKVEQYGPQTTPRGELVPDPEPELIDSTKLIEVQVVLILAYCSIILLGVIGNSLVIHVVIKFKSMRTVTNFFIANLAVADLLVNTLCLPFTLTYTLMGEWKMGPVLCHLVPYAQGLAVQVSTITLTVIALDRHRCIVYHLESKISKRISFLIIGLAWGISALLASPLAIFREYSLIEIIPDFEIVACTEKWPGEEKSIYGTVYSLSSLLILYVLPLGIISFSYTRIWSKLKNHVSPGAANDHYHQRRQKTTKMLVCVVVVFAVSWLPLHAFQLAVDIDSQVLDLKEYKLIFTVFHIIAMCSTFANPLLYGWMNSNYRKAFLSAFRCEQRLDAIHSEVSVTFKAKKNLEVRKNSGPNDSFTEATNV
HCT116 bCat-KO: beta-catenin-lacking colon tumor cell growth suppression; viability, % at 10 µM; HCT116 beta-catenin knockout viability, CellTiter-Glo, 60 h; hits give low values; AID 818; 140,000 tested, 1.5% active;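 active = viability at or under a set limit, the compound median less 4 SD, cut at about 6% in these data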;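 note: 0% = Hyamine 1622 control at 20 µM and 100% = untreated cell control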
GALR2 antag: GALR2 (human) receptor antagonism; O43603; GALR2-expressing cells, antagonist mode; inhibition, % at 4 µM; 140,000 tested, 0.39% active; AID 828; in the data active = inhibition above about 27%;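 note: cells stimulated with galanin 1-16 at roughly its EC80; 0% = agonist challenge control and 100% = basal control without agonist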
Target sequence (O43603 whole entry, looked up): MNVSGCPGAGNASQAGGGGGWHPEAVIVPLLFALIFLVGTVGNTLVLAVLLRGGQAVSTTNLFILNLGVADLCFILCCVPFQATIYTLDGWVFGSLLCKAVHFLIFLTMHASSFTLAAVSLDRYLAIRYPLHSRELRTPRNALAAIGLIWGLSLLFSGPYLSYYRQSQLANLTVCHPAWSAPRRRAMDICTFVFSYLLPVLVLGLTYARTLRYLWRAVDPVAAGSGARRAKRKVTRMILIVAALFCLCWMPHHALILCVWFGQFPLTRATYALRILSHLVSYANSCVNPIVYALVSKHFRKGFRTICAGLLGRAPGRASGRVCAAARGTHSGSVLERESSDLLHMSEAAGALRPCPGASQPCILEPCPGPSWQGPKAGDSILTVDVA
E-sel TNF inh: TNF alpha driven E-selectin expression inhibition; 120,000 tested, 0.71% active; inhibition, % at 2 µM; AID 1246; HUVEC TNFa-induced E-selectin immunofluorescence, high content;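 active = inhibition above the batch mean plus 3 SD, and confirmed as a hit on visual image review, cut at about 43% in these data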;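 note: 0% = TNF-stimulated DMSO wells and 100% = unstimulated control wells; not every result past the cut was called active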
Yeast lifespan up: extends the lifespan of yeast. S. cerevisiae growth with nicotinamide, OD615; deaD strain in restrictive glucose medium. inhibition of the nicotinamide effect, % at 10 µM. 130,000 tested, 0.68% active. AID 775;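 active = inhibition above a set limit, placed 3 SD over the median of all compounds, cut at about 26% in these data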;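 note: 0% = nicotinamide-treated wells and 100% = cells grown without nicotinamide; some compounds called inactive have numbers as strong as hits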
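System: DeaD-strain S. cerevisiae / Buffer or medium: CSMM-D, restrictive glucose (dextrose) synthetic minimal medium / Probe or stimulus: nicotinamide, 1.5 mM, co-present with compound / Compound: one concentration, 10 µM, DMSO 0.25% / Incubation: 48 h compound exposure at 30 °C, humidified / Technique: optical density (absorbance) at 615 nm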
Measles CPE: protection of cells from measles virus | protection (pct of control), % at 4 µM | AID 841 | Measles virus-infected cells, CPE protection, absorbance | 140,000 tested, 1.5% active; in the data active = protection mostly above about 24%, no sharp cut-off; inactive = mostly below about 26%; note: some compounds called inactive have numbers as strong as hits
Yeast growth inh: chemicals that inhibit yeast BB579 growth in restrictive medium (lifespan-shortening candidates); S. cerevisiae BB579 growth, OD615, 48 h; inhibition, % at 10 µM; 140,000 tested, 0.51% active; AID 804;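 active = inhibition above a set limit, 3 SD over the mean compound inhibition, cut at about 44% in these data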; note: inactives centre near -24
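controls = amphotericin B 10 µg/mL, positive | assay system = DeaD yeast strain BB579 | schedule = 48 h compound exposure at 30 °C after 4 h preincubation | detection = OD615 turbidity measurement | medium = restrictive CSMM-D medium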
* = called active by the depositor; x = no result given. No enrichment for hits; about 6.1% have a hit in one of these screens.

Below each compound – MRP1 act | PTEN del growth | Phagocyt inh | NPY Y2 blocker | HCT116 bCat-KO | GALR2 antag | E-sel TNF inh | Yeast lifespan up | Measles CPE | Yeast growth inh
- O=C(c1ccco1)N(CCC(c1ccccc1)c1ccco1)Cc1ccco1 (centres undefined)
    -3.1 | 69 | -1 | 7 | 81 | 6 | -48 | -17 | 2 | -71
- Cc1ccc(S(=O)(=O)N(CC(=O)NCc2ccncc2)C2CCCCC2)cc1
    -1.6 | 89 | x | 0 | 87 | -3 | -19 | -2 | 10 | -22
- Cc1cccc(CSc2ccc(-c3cccs3)nn2)c1
    4.3 | 74 | -11 | 11 | 76 | -4 | 4 | -6 | 29 | 0
- O=C(Nc1ccccc1Cl)C1CCN(Cc2cnn(-c3ccccc3)c2-n2cccc2)CC1
    -3.9 | 69 | -1 | 6 | 70 | -13 | x | 3 | 17 | -8
- COc1cc(OC)cc(C(=O)N[C@H](C(=O)Nc2nc3c(s2)CCCC3)C(C)C)c1
    2.6 | 85 | -3 | 5 | 80 | -13 | 3 | 4 | 13 | -19
- CCSc1ccc2nnc(-c3ccc(F)cc3)n2n1
    -0.6 | 91 | 0 | 4 | 98 | -11 | 15 | -28 | 15 | -24
- Nc1c(NCc2ccccc2)c2ccccc2oc1=O
    -4.2 | 91 | -1 | 6 | 98 | 8 | -9 | -10 | 3 | -5
- O=C(CSCc1ccc(Cl)cc1)Nc1ccc(-c2nnc(-c3ccccc3)o2)cc1
    -5.3 | 40 | -7 | 0 | 31 | -7 | x | -4 | 3 | -17
- C=CCC(CC=C)(C(=O)O)c1ccccc1
    0.6 | 107 | -2 | 2 | 102 | 9 | 3 | 7 | 18 | -31
- O=C(N/N=C/c1ccc(N2CCOCC2)c([N+](=O)[O-])c1)c1ccc(F)cc1
    -3.6 | 88 | x | 0 | 87 | 13 | -52 | 1 | 25 | -7
- COc1ccc(N2C(=O)C3CCCN3C2c2ccccc2Cl)cc1 (centres undefined)
    1.2 | 95 | 0 | 0 | 101 | -1 | -17 | 2 | 18 | 18
- COc1cc(-c2ccc(NC(=O)c3ccc(C)cc3)c(OC)c2)ccc1NC(=O)c1ccc(C)cc1
    -2.2 | 67 | -2 | 0 | 68 | -1 | x | -3 | 6 | -45
- Cc1ccc(-n2c(SCC(=O)OC(C)C)nnc2-c2ccco2)cc1
    -1.4 | 109 | 1 | 5 | 95 | 0 | 18 | 4 | 3 | -27
- COC(=O)c1c(-c2ccccc2)csc1NC(=O)c1c(-c2ccccc2)noc1C
    2.1 | 39 | -6 | 9 | 40 | -1 | x | -5 | 38* | -29
- CCOC(=O)C1CCN(C(=O)COc2ccc(S(=O)(=O)NC(C)C)cc2)CC1
    -1.3 | 91 | 0 | -1 | 101 | -6 | 4 | -22 | 6 | 12
- COc1ccc(-c2nc(SCC(=O)Nc3nccs3)c(-c3ccc(Cl)cc3)[nH]2)cc1
    -2.6 | 70 | x | -2 | 74 | 12 | -9 | 4 | 19 | -37
- CCOc1cccc(OCCCCN2CCOCC2)c1
    -1.1 | 94 | 0 | 4 | 88 | 4 | x | -1 | 80* | -30
- O=C(Nc1nc(-c2cccs2)c(-c2ccccc2)s1)c1ccco1
    -1.7 | 49 | 1 | 0 | 44 | 8 | x | -24 | 9 | -70
- Cc1cc(N/C(=N\S(=O)(=O)c2ccc(Cl)cc2)c2ccc(F)cc2)no1
    -4.4 | 97 | -1 | 3 | 88 | 8 | x | -17 | 16 | -1
- Cc1cc(C(=O)N2CCN(S(C)(=O)=O)CC2)sc1-c1ccccc1
    -3.6 | 91 | 2 | 6 | 100 | 10 | x | -24 | 4 | -1

Additional records
Molecule	MRP1 act	PTEN del growth	Phagocyt inh	NPY Y2 blocker	HCT116 bCat-KO	GALR2 antag	E-sel TNF inh	Yeast lifespan up	Measles CPE	Yeast growth inh
O=C(NCC(c1cccnc1)N1CCN(c2ccccc2)CC1)OCc1ccccc1 (centres undefined)	-1.1	74	x	1	74	4	15	x	8	-19
COc1ccc(CC(=O)NCc2ccccn2)cc1OC	-3.0	95	x	1	101	12	x	-19	8	3
O=C(Nc1nc2ccc(Oc3ccccc3)cc2s1)c1cc([N+](=O)[O-])ccc1N1CCOCC1	3.6	71	-8	0	82	-5	12	-6	6	-42
COc1cccc2c1OC[C@@H](CO)[C@H]2N(C)C(=O)Nc1ccc(Cl)cc1Cl	0.0	84	x	0	80	7	x	-12	9	-44
COc1ccccc1N(CC(=O)NCc1ccccc1)S(C)(=O)=O	0.5	109	1	4	101	-9	3	-1	16	-55
CCOC(=O)CN1NC2(CCCCC2)NC1=S	-1.8	96	-2	2	97	-25	-9	-1	2	-14
CCOc1ccc(C(NC(=O)c2ccco2)c2ccc(OC)c(OC)c2)cc1 (centres undefined)	-0.7	99	1	3	92	1	16	-8	4	-40
N#CCSc1nnc(-c2ccc(S(=O)(=O)N3CCOCC3)cc2)n1CC1CCCO1 (centres undefined)	-1.1	97	-3	5	100	1	9	2	11	-25
COC(=O)[C@H](CCSC)NC(=O)NCc1ccc(S(N)(=O)=O)cc1	1.3	104	-1	-2	105	5	-29	-4	23	-19
CC(NS(=O)(=O)c1ccccc1)C(c1cccs1)N1CCN(c2ccccc2)CC1 (centres undefined)	-1.1	68	0	4	58	-3	x	-5	2	-32
CC(=O)N1CCCc2cc(S(=O)(=O)Nc3ccc(C)cc3C)ccc21	-2.1	85	-4	5	84	-1	-5	4	5	-71
N#Cc1c(NC2CCCCC2)nc(-c2ccco2)c2c1CCCC2	-1.7	80	-2	1	94	2	13	55	15	-56
COc1cc(C(=O)N2CCN(S(=O)(=O)c3ccc(C)cc3)CC2)ccc1OCc1c(C)noc1C	-2.6	69	-1	2	63	-14	1	-9	15	-12
Cc1c(C(=O)N2CCCCCC2)oc2ccccc12	-2.8	87	2	0	86	0	-29	0	6	2
Cc1cccc(NC(=O)C2CCCN2C(=O)OCC(C)C)c1 (centres undefined)	-2.6	87	0	-2	85	4	x	13	15	-13
O=[N+]([O-])c1ccc(N2CCC(O)CC2)nc1	-0.8	100	2	-1	96	7	x	-5	13	7
Cc1nn2c(C)c(C(=O)Nc3ccccc3)cnc2c1C#N	-1.6	105	-2	0	94	-3	3	-7	9	-45
CCOC(=O)N1CCC(Nc2ncnc3c2cnn3-c2ccc(Cl)cc2)CC1	0.1	115	-2	4	106	-6	18	-2	12	-76
COCCOC(=O)c1sc(=S)n(CCOC)c1N	-2.1	74	1	1	91	-7	x	-8	15	-38
O=C1CN(C(=O)c2ccccc2)c2ccccc2N1	1.8	101	-1	3	96	-12	-7	-4	15	-23
CC(CCc1ccccc1)NC(=O)C1CCN(S(=O)(=O)N2CCCCC2)CC1 (centres undefined)	-2.5	79	-2	5	86	6	x	-7	15	21
OC(CNCCc1ccc(C(F)(F)F)cc1)COc1ccc2ccccc2c1 (centres undefined)	-2.3	23	0	12	9	-4	-22	-10	0	63*
O=C(O)c1cccc(NC(=O)c2cccc(NC(=O)C3CCCO3)c2)c1 (centres undefined)	0.5	96	-2	1	87	1	-42	-3	6	11
CC(=O)Nc1c2c(nn1-c1ccc(C)cc1C)CSC2	-0.8	103	0	1	92	-4	-6	-2	24	-49
COc1ccccc1CNC(=O)c1ccccc1OC	-2.1	96	2	0	95	-8	x	-8	22	-25
COC(=O)c1ccc2c(=O)n(CC3CCCO3)c(=S)[nH]c2c1 (centres undefined)	-2.4	98	-1	2	93	-1	4	-5	32	-19
COc1cc(C(c2sc3nc(C)nn3c2O)N2CCN(c3ccccc3)CC2)cc(OC)c1OC (centres undefined)	1.1	98	x	2	83	8	7	-10	11	-33
CCCCCc1ccc(CC(=O)O)cc1	-1.4	102	-2	5	91	-15	x	10	4	-5
CC(C)C(C(=O)NCc1ccco1)N(C(=O)CNS(=O)(=O)c1ccccc1)C1CCCC1 (centres undefined)	-4.2	89	0	2	92	-4	10	-24	9	-36
Clc1ccc(-c2nnc(CNC3CC3)o2)cc1	0.7	98	-4	2	98	8	-2	-4	32	-13
CC(=O)Nc1ccc2c(c1)CN(c1cc(C)ccc1C)CO2	0.9	79	-7	2	87	18	2	-2	9	-10
Nn1c(Cc2cccc3ccccc23)nnc1SCc1c(F)cccc1Cl	-2.0	84	-3	4	90	11	5	4	8	-10
O=c1cc(-c2cccc([N+](=O)[O-])c2)[nH][nH]1	-0.3	105	-1	1	101	15	7	5	7	-33
CCOCCn1c(COc2ccccc2)nc2ccccc21	-2.1	90	-1	5	87	0	-6	-4	3	-36
CCCOc1ccc(N2C(=O)CC(N3CCOCC3)C2=O)cc1 (centres undefined)	0.6	105	2	-1	94	-8	x	-3	10	-21
NNc1nc2c(Cl)c(Cl)ccc2s1	-1.8	93	-2	3	85	13	x	-7	11	-11
Cc1ccc(C)n1NC(=O)c1cccs1	-0.7	102	-1	1	91	-4	100*	-7	14	-8
COc1cc(CNn2nnnc2N)ccc1OCc1c(Cl)cccc1Cl	0.4	92	3	0	108	-4	1	-15	8	-9
CCOC(=O)C1=C(C)NC(SCC(N)=O)=C(C#N)C1c1ccncc1 (centres undefined)	-0.9	100	0	-1	100	4	26	-7	9	-48

5 records picked at random from the list so far, as already listed:
Molecule	MRP1 act	PTEN del growth	Phagocyt inh	NPY Y2 blocker	HCT116 bCat-KO	GALR2 antag	E-sel TNF inh	Yeast lifespan up	Measles CPE	Yeast growth inh
O=c1cc(-c2cccc([N+](=O)[O-])c2)[nH][nH]1	-0.3	105	-1	1	101	15	7	5	7	-33
COc1cc(C(c2sc3nc(C)nn3c2O)N2CCN(c3ccccc3)CC2)cc(OC)c1OC (centres undefined)	1.1	98	x	2	83	8	7	-10	11	-33
CCOCCn1c(COc2ccccc2)nc2ccccc21	-2.1	90	-1	5	87	0	-6	-4	3	-36
CCCCCc1ccc(CC(=O)O)cc1	-1.4	102	-2	5	91	-15	x	10	4	-5
CCCOc1ccc(N2C(=O)CC(N3CCOCC3)C2=O)cc1 (centres undefined)	0.6	105	2	-1	94	-8	x	-3	10	-21
